bCat nuc transl: beta-catenin nuclear translocation modulation | nuclear translocation activity, % at 5 µM | 0.3% of 190,000 active | HeLa beta-catenin nuclear translocation, immunofluorescence imaging;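 active means nuclear translocation activity above 50% at 5 µM, with a well cell count of 50 or more; inconclusive means wells under 50 cells across six images, flagged as toxic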;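 further: per-cell ratio of nuclear to cytoplasmic median beta-catenin stain intensity; plate controls were DMSO negative control for no effect and GSK-3 inhibitor IX positive control for full effect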
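System: HeLa cells, endogenous beta-catenin; compound dosing: 5 µM primary single dose, 0.1% DMSO, 0.02–20 µM confirmation series; incubation: 24 h compound exposure at 37°C, 5% CO2; signal: beta-catenin immunofluorescence imaging with DAPI; evaluation: % activation, nuclear-to-cytoplasmic median beta-catenin signal ratio per cell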
WT yeast gro inh: growth inhibition of WT yeast, mitochondrial fusion screen; mitochondrial fusion phenotypic screen, WT strain; inhibition, % at 10 µM; 2.1% of 190,000 active; AID 1362; in the data active means inhibition above about 58%; tested in S. cerevisiae
Lipid droplet: modulators of hepatic lipid droplet formation; AML12 mouse hepatocytes, oleate lipid droplets, BODIPY imaging; inhibition, % at 6.5 µM; 0.4% of 240,000 active; AID 1656;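 active means lipid droplet intensity inhibited by at least 50%, with more than 500 cells counted; inconclusive means wells with under 300 cells, treated as cytotoxic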
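Test system: AML12 mouse liver cells; schedule: overnight exposure; technique: high-content imaging of BODIPY-stained droplets and DAPI nuclei; read-out: % inhibition of corrected integrated BODIPY droplet signal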
Autophagy HCS: alters autophagy in cells; MEF GFP-LC3 puncta imaging; test concentration mostly 10 µM; calls only at 10 µM (by protocol); 0.98% of 190,000 active; AID 463193;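 active means percentage of spot-positive cells more than 3 SD above its plate mean, without a fluorescence outlier flag or 80% toxicity; inconclusive means no clear call, values can overlap the other calls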;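 further: spot-positive cell cutoff set from DMSO-treated cells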
West Nile antiviral: inhibition of WNV-induced cytopathic effect – cell-based, CPE readout (AID 1621). West Nile virus-infected cells, CPE inhibition; higher % means a stronger effect. one-dose CPE inhibition, % at 10 µM; IC50 in µM for titrated hits. 0.02% of 290,000 active; in the data active means a potency from the dose series; inconclusive means CPE inhibition mostly from about 3.7% at the one dose, without a potency; inactive means the rest, 99 in 100 with CPE inhibition below about 2.2%; further: strong numbers were not always called active
MT stabilizer: microtubule stabilization, imaging screen | HeLa tubulin immunostaining HCS, 24 h; share of cells brighter than vehicle mean+2SD | % tubulin-high responders, % at 10 µM | 0.83% of 200,000 active;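 active means plate Z-score above 3 for both tubulin-high and condensed-nucleus cell shares, with cell loss under 80%, at 10 µM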;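 further: anti alpha tubulin signal scored within the nucleus-defined area of each cell; some results filed as inactive read as strong as hits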
T cell modulator: T cell immune modulators affecting CD8 T cell-vesicle binding; calls only at 7 µM; 0.068% of 330,000 active; 2C CD8+ T cell-vesicle binding, flow cytometry; hits give low values;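 active means response, share of CD8 T cells binding vesicles, and their 90th percentile fluorescence all below set limits, cut at about 80% in these data, passing the limit was not always enough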
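material = purified 2C TCR transgenic mouse naive CD8+ T cells | controls = Unloaded micro-vesicles (low), QL9 vesicles with 0.7% DMSO (high) | detection = cytometric PE anti-B7-1 and Alexa647 anti-CD8 signals after 1% paraformaldehyde fixation | incubation = binding step 1.5 h, 37 °C, antibody labelling 20 min, ice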
Insulin prom up: MIN6 insulin promoter up-regulation; z-score at 5 µM; 0.3% of 190,000 active; MIN6 insulin promoter-GFP reporter, high-content imaging; hits give high values;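 active means z-score above 3 at 5 µM with at least 500 cells counted in the well; inconclusive means wells under 500 cells, flagged as cytotoxic or low count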
Myeloid diff MLP: promotes myeloid progenitor differentiation | ER-HoxA9 myeloid progenitors, lysozyme-GFP differentiation, flow cytometry | calls only at 10 µM | 1% of 360,000 active;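 active means normalized GFP-positive differentiation at or above the plate's own cutoff, the solvent-only control mean plus 3 SD; inconclusive means no clear call, values can overlap the other calls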;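 further: cells exposed to compound for four days before flow analysis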
WT yeast gro inh mutant strain: also measured in WT yeast gro inh; calls as there; inhibition, %; mitochondrial fusion phenotypic screen, mutant strain inhibition
Insulin prom up cell count: further read-out of Insulin prom up, marked with its call; cell count; measured here: cytotoxicity, nuclei count;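 total cells summed across four imaged fields per well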
Lipid droplet cells 6.5 µM: also measured in Lipid droplet; calls as there; cell count; measured here: cell count, cytotoxicity flag;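 cells counted across two imaged fields per well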
bCat nuc transl cell count 5 µM: second read-out of bCat nuc transl, no call of its own (marks repeat the call); cell count; measured here: cell count, cytotoxicity flag
T cell modulator vesicle-bound %: recorded beside T cell modulator, whose call it bears; double positive events, %; measured here: CD8+ vesicle-bound cell fraction;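 binding gate set so that unloaded-vesicle control wells show 10% double positive cells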
MT stabilizer Hoechst-high %: second read-out of MT stabilizer, no call of its own (marks repeat the call); % Hoechst-high responders; measured here: nuclear condensation Hoechst responders;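 share of cells brighter than vehicle mean plus two SD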
MT stabilizer cytotoxicity %: also measured in MT stabilizer; calls as there; toxicity, %; measured here: cytotoxicity by cell density;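 0% = mean cell density of plate MIN control wells and 100% = no cells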
Autophagy HCS cell loss 18 h: further read-out of Autophagy HCS, marked with its call; toxicity, %; measured here: cell loss, nuclei count;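 cell loss after 18 h compound exposure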
Myeloid diff MLP GFP+ MAC1+ %: second read-out of Myeloid diff MLP, no call of its own (marks repeat the call); GFP+ MAC1+ double positive, %; measured here: differentiation confirmed by MAC1 staining
An asterisk follows results filed as active; i = inactive; ? = inconclusive; . = not tested or not shown.

The line under a structure holds: MT stabilizer Hoechst-high % | Insulin prom up | WT yeast gro inh | Lipid droplet cells 6.5 µM | Insulin prom up cell count | WT yeast gro inh mutant strain | Autophagy HCS cell loss 18 h | West Nile antiviral | MT stabilizer cytotoxicity % | bCat nuc transl | Myeloid diff MLP | Autophagy HCS | T cell modulator | Myeloid diff MLP GFP+ MAC1+ % | bCat nuc transl cell count 5 µM | T cell modulator vesicle-bound % | Lipid droplet | MT stabilizer
S=C(N/N=C/c1cccs1)NC1CC2CCC1C2 (stereo unspecified)
 : . | -3.1 | . | 696 | 1249 | . | . | -0.3% | . | -1.1 | i | . | i | 0.1 | 1243 | 24 | 3 | .
Cc1cc(C)c(C#N)c(SCC(=O)N2CCN(Cc3ccccc3)CC2)n1
 : 1.8 | -0.52 | 3 | . | 1207 | -7 | -1 | -0.4% | 7.5 | 1.3 | i | i | i | 1.1 | 1416 | 34 | . | 3.5
Cc1ccc(S(=O)(=O)N2CCC(C(=O)NCCN3CCOCC3)CC2)cc1C
 : . | . | . | 566 | . | . | . | -0.3% | . | . | i | . | i | 0.2 | . | 25 | -8 | .
COc1ccc(/C=N/N2C(=N)SCC2=O)cc1
 : . | 0.36 | . | 735 | 1048 | . | . | 0.6% | . | 4.3 | i | . | i | 0.5 | 1067 | 27 | 25 | .
Cc1ccccc1OC(C)C(=O)N1CCC(Cc2ccccc2)CC1 (stereo unspecified)
 : . | . | . | 867 | . | . | . | -0.5% | . | . | i | . | i | 0.3 | . | 57 | -9 | .
Cc1ccccc1N1CCN(S(=O)(=O)c2ccc3ccccc3c2)CC1
 : . | . | . | 644 | . | . | . | -0.6% | . | . | ? | . | i | . | . | 44 | 1 | .
Cc1n[nH]c(=S)n(/N=C/c2cccs2)c1=O
 : . | -0.11 | . | 736 | 1410 | . | . | 0.1% | . | 0.3 | i | . | i | 0.8 | 1333 | 59 | -2 | .
CCOc1ccc(CN(C)C(=O)c2cccnc2OCC)cc1OC
 : 2.2 | -0.56 | -7 | 674 | 1328 | 10 | -2 | -0.2% | 6.5 | -0.6 | i | i | i | 0.8 | 1076 | 32 | 6 | 7.1
COc1ccc2cc(C(=O)COC(=O)COc3ccc4c(C)cc(=O)oc4c3)ccc2c1
 : 4.8 | . | 11 | 656 | . | 2 | -3 | -0.2% | 6.3 | 1.6 | i | i | i | 0.3 | 817 | 0 | 3 | 7.3
COC(=O)Cc1c(C)c2ccc(OC3CCCCC3=O)cc2oc1=O (stereo unspecified)
 : . | . | . | 818 | . | . | . | -1.0% | . | . | i | . | i | 0.6 | . | 20 | -3 | .
CCOc1ccc(S(=O)(=O)NCc2ccco2)c2ccccc12
 : 4.6 | 0.55 | 26 | . | 1015 | 23 | -21 | -0.3% | 11 | 5.3 | i | i | i | 5.1 | 1045 | 66 | . | 5.0
O=C(NCc1ccccn1)Nc1ccc(Cl)cc1Cl
 : . | . | . | 813 | . | . | . | -0.3% | . | . | i | . | i | 0.3 | . | 4 | -4 | .
Cc1csc(NC(=O)c2sccc2C)n1
 : . | . | . | 799 | . | . | . | 0.9% | . | . | i | . | i | 0.6 | . | 40 | -3 | .
Cc1occc1-c1nnc(-c2cc([N+](=O)[O-])cc([N+](=O)[O-])c2)o1
 : 0.9 | -0.21 | 23 | 716 | 1402 | 13 | -2 | -0.8% | 4.2 | 0.2 | i | i | i | 0.3 | 983 | 54 | -12 | 0.8
COc1ccccc1NC(C)C(=O)N/N=C/c1ccccc1OCc1cccc(Br)c1 (stereo unspecified)
 : 3.7 | -0.42 | 0 | 599 | 1206 | -18 | 14 | -1.0% | 8.5 | 4.9 | i | i | i | 0.2 | 488 | 50 | 6 | 1.5
Cc1ccc(OCCn2ccnc2)c(C)c1
 : . | . | . | 864 | . | . | . | -0.4% | . | . | i | . | i | 0.2 | . | 40 | -3 | .
Cc1oc(-c2ccccc2F)nc1CS(=O)(=O)CC(=O)NC1CCCC1
 : 1.8 | -0.97 | -1 | 704 | 1923 | -14 | 0 | -0.1% | 5.7 | -1.2 | i | i | i | 2.6 | 1153 | 12 | -1 | 1.9
CC(C)n1cc(CN2CCCC(C(=O)Nc3ccccc3Oc3cccnc3)C2)cn1 (stereo unspecified)
 : . | . | . | 792 | . | . | . | -0.8% | . | . | i | . | i | 0.3 | . | 69 | 0 | .
O=[N+]([O-])c1cccc(C(=Nc2ccccc2Cl)NO)c1
 : 1.1 | -0.37 | 1 | 664 | 1741 | 12 | 0 | -0.2% | 3.3 | -1.1 | i | i | i | 2.6 | 1034 | 14 | 5 | 1.9
COc1ccccc1NC(=O)C(CC(C)C)NC(=O)C1CCCCC1 (stereo unspecified)
 : 0.9 | 0.75 | 6 | 820 | 847 | -17 | -11 | -1.1% | 5.3 | . | i | i | i | 0.7 | . | 26 | 7 | 2.2
CC(c1ccccc1)N1C(=O)NC(NC(=O)c2cccnc2)(C(F)(F)F)C1=O (stereo unspecified)
 : 3.3 | . | -14 | 678 | . | 4 | 32 | -0.3% | 6.3 | 3.1 | i | i | i | 0.3 | 964 | 51 | -8 | 4.1
COc1cc(S(=O)(=O)N2CCCCC2)c(OC)cc1Br
 : 2.2 | 0.14 | -6 | 658 | 1445 | -5 | 3 | -0.6% | 5.8 | 0.3 | i | i | i | 0.2 | 1586 | 32 | -19 | 1.6
COC(=O)c1cccc(CSc2nc(-c3ccccc3)c(C#N)c(=O)[nH]2)c1
 : . | . | . | 878 | . | . | . | 0.0% | . | . | i | . | i | 0.2 | . | 59 | 2 | .
CC1(C)OC(c2ccccc2)=C/C(=C/C=C2C(=O)c3ccccc3C2=O)O1
 : 1.9 | . | 14 | 757* | . | 18 | -32 | -0.1% | 4.5 | 0.1 | i | i | i | 0.1 | 491 | 58 | 73* | 2.7
CCC(C)C(=O)Nc1ccc(OC)cc1[N+](=O)[O-] (stereo unspecified)
 : 2.1 | -0.41 | 1 | 551 | 1264 | 9 | -23 | 0.4% | 2.6 | . | i | i | i | 0.7 | . | 50 | -4 | 3.0
COc1cccc(C2CC(=O)Nc3c2c(=O)n(C)c(=O)n3C)c1OC (stereo unspecified)
 : 1.2 | -1.1 | 8 | 626 | 1971 | 7 | 5 | 0.2% | 6.4 | 0.1 | i | i | i | 1.5 | 1083 | 37 | 4 | 3.6
COc1ccc(Cc2nnc(SCc3nc4ccccc4c(=O)[nH]3)o2)cc1
 : 2.5 | 0.01 | 15 | 681 | 1756 | 31 | 3 | -0.4% | 5.3 | -0.4 | i | i | i | 1.7 | 1049 | 19 | -2 | 2.3
Cc1cc(C)c2c(c1)/C(=N/NC(=S)Nc1ccc(F)cc1)CCC2
 : 2.0 | 0.06 | 21 | 678 | 728 | 14 | -1 | -1.0% | 6.5 | -2.0 | i | i | i | 1.2 | 1081 | 45 | -2 | 2.1
Cc1ccc2c(c1)C(c1ccccc1)N(C(=O)CC(C)C)CC(=O)N2 (stereo unspecified)
 : . | . | . | 655 | . | . | . | -0.2% | . | . | i | . | i | 0.3 | . | 61 | 2 | .
CCOC1(C)OCC(=O)[C@]2(CCC3C4CCC5=CC(=O)C=CC5(C)C4C(=O)CC32C)O1 (stereo partly specified)
 : 2.3 | -0.81 | -10 | 744 | 1254 | -2 | 6 | 0.0% | 1.1 | 4.2 | i | i | i | 0.7 | 443 | 71 | -20 | 2.7
COCCN1Cc2cccc(C(=O)Nc3ccc(C)c(C)c3)c2C1=O
 : 2.7 | 0.13 | 21 | . | 1003 | 15 | 6 | -0.4% | 6.5 | . | i | i | i | 1.3 | . | 37 | . | 2.7
O=C(c1cc(-c2ccncc2)nc2ccccc12)N1CCN(c2ccc(N3CCOCC3)nn2)CC1
 : 3.8 | 0.14 | 0 | . | 1185 | 3 | 8 | . | 8.9 | -0.8 | i | i | i | 4.7 | 1430 | 32 | . | 4.6
Nn1c(SCc2cccc(F)c2)nnc1-c1cccnc1
 : . | 0.1 | . | 757 | 1050 | . | . | -0.1% | . | -0.6 | i | . | i | 0.2 | 1261 | 33 | -2 | .
CCOC(=O)c1c(C=O)c(C)n(Cc2ccc(Cl)cc2)c1C
 : 1.2 | 0.19 | 14 | 790 | 959 | 13 | 1 | -1.5% | 19 | -0.5 | i | i | i | 0.8 | 1013 | 39 | 1 | 1.6
N[C@@H](Cc1ccccc1)C(=O)N1CCC(C(=O)N[C@@H](CCC(=O)O)C(=O)O)CC1
 : . | . | . | 777 | . | . | . | 0.6% | . | . | i | . | i | 1.1 | . | 24 | -2 | .

Complete entries as entered above:
Shown for Cc1ccccc1OC(C)C(=O)N1CCC(Cc2ccccc2)CC1 (stereo unspecified) = MT stabilizer Hoechst-high %: .; Insulin prom up: .; WT yeast gro inh: .; Lipid droplet cells 6.5 µM: 867; Insulin prom up cell count: .; WT yeast gro inh mutant strain: .; Autophagy HCS cell loss 18 h: .; West Nile antiviral: -0.5%; MT stabilizer cytotoxicity %: .; bCat nuc transl: .; Myeloid diff MLP: i; Autophagy HCS: .; T cell modulator: i; Myeloid diff MLP GFP+ MAC1+ %: 0.3; bCat nuc transl cell count 5 µM: .; T cell modulator vesicle-bound %: 57; Lipid droplet: -9; MT stabilizer: .
Shown for Cc1cc(C)c(C#N)c(SCC(=O)N2CCN(Cc3ccccc3)CC2)n1 = MT stabilizer Hoechst-high %: 1.8; Insulin prom up: -0.52; WT yeast gro inh: 3; Lipid droplet cells 6.5 µM: .; Insulin prom up cell count: 1207; WT yeast gro inh mutant strain: -7; Autophagy HCS cell loss 18 h: -1; West Nile antiviral: -0.4%; MT stabilizer cytotoxicity %: 7.5; bCat nuc transl: 1.3; Myeloid diff MLP: i; Autophagy HCS: i; T cell modulator: i; Myeloid diff MLP GFP+ MAC1+ %: 1.1; bCat nuc transl cell count 5 µM: 1416; T cell modulator vesicle-bound %: 34; Lipid droplet: .; MT stabilizer: 3.5

Source: PubChem BioAssay
